Screening results as filed in PubChem.
12-hLO inh – inhibitors of human 12-lipoxygenase (ALOX12); P18054; purified 12-hLO, xylenol orange hydroperoxide absorbance; Potency, µM (doses to about 57.1 µM), without a hit: top-dose activity change, negative = inhibition, actives largely listed as inhibitors; actives 0.12% (n = 150,000); also: potency is read from the fitted curve at half-maximal effect; nearly all actives have a fitted effect of over 55% in size; many of its hits are not listed in these tables
Target sequence (P18054 whole entry, looked up): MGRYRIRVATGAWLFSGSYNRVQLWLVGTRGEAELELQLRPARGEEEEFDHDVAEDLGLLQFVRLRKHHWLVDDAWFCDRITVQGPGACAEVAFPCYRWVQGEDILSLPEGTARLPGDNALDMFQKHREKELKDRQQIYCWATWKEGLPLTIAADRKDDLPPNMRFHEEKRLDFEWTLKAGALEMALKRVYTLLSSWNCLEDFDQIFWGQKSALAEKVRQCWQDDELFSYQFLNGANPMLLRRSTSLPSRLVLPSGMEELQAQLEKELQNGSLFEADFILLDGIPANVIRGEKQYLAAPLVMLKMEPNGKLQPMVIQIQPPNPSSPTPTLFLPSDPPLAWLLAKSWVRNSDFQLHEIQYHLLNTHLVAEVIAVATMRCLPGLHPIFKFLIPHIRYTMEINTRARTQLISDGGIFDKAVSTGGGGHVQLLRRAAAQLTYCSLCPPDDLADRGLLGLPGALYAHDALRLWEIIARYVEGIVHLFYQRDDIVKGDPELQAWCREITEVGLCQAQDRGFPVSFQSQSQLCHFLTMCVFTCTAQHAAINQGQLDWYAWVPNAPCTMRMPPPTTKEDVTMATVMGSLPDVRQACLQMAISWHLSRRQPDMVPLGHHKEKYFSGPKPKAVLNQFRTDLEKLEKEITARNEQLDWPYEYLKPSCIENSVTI
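150 nM 12hLO, 25 mM Hepes pH 7.0 + 0.01% Triton X-100; cpd preinc 15 min RT; 40 uM arachidonic acid, 30 min RT; Fe-XO 30 min; A573/A405 ratio as read-out.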
ALOX15B inhib – blocks human 15-lipoxygenase 2 activity; actives 0.56% (n = 110,000); Potency, µM (highest dose often 57.1 µM), without a hit: at the top dose activity change, negative = inhibition, usual class: inhibitors; purified 15hLO-2, xylenol orange hydroperoxide absorbance; O15296; also: potency is read from the fitted curve at half-maximal effect; nearly all actives have a fitted effect of over 60% in size; many of its hits are not listed in these tables
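Screening format was qHTS against 50 nM purified 15hLO-2 in Hepes pH 7.5 with detergent. Activity follows hydroperoxide formation from 45 uM arachidonic acid, measured as 573:405 nm absorbance ratio of the ferric-xylenol orange complex.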
IMPase inh – cell-permeable inhibitors of inositol monophosphatase (IMPase) | 120,000 tested, under 10 active | P97697 | CHO-M1 cells, IP1 accumulation, HTRF TR-FRET ratio | inhibition (IP1 accumulation), % at 46.1 µM; active = well fitted curve in the direction sought with a large enough effect in the signal ratio, not every such curve was filed as active; inconclusive = small, poorly fitted or top-dose-only effect, or a change in a side signal; inactive = no such curve, though single readings can be large or run the other way; the % refers to the signal ratio;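 also: cells stimulated with carbachol in lithium chloride buffer; plate controls were DMSO basal wells for no effect and reference inhibitor wells for full effect; higher means more IMPase inhibition seen as more IP1 and lower FRET ratio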
Target sequence (P97697 whole entry, looked up): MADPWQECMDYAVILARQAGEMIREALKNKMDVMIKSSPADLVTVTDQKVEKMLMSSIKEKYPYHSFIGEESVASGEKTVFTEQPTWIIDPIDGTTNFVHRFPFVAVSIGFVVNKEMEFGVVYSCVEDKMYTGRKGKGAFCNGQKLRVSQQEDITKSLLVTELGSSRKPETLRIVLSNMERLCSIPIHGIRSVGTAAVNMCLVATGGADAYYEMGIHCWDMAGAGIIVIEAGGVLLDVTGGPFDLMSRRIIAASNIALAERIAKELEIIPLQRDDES
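Measured: the HTRF emission ratio (665/620 nm) plus the 620 nm donor channel, each fitted to the Hill equation to give AC50. Cells were CHO-M1 given compounds up to 46 uM and a 30 min carbachol stimulation at 37C.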
PNC inhibitor – blocks assembly of the perinucleolar compartment; PC3M PTB-GFP, PNC prevalence imaging, 16 h; hits give low values; activity change (PNC), negative = inhibition, % at 10 µM; actives 3.1% (n = 140,000);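 active = readout at or below -70, meaning at least 70% loss of cells showing the perinucleolar compartment, a nuclear body marking cancer cells; inconclusive = readout between -30 and a set limit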;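 also: plate controls were DMSO wells for no effect and camptothecin positive control wells for full effect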
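Compounds are pinned in duplicate onto adhered PC3M cells stably expressing GFP-tagged PTB and incubated 16 h at 37 C. Cells are then fixed, nuclei stained with Hoechst, and PNC-positive cells counted.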
Active calls of the source: *; ? = inconclusive; / = no result given; [ ] = another dose, or the depositor's remark. Unless noted, calls follow the shape of the dose curve; as a rule, active = well fitted curve in the direction sought with a large enough effect; inconclusive = small, poorly fitted or top-dose-only effect, or another doubt; inactive = no such curve, though single readings can be large; an effect the other way counts as inactive or inconclusive. Unless noted, % is scaled to controls: 0 for no effect and ±100 for the full control effect. Not all compounds are listed; rates above refer to the full screens.

compound	12-hLO inh	ALOX15B inhib	IMPase inh	PNC inhibitor
CC(C)N(Cc1nc(-c2ccc(Cl)cc2)no1)C(=O)C12CC3CC(CC(C3)C1)C2	2%	-2%	2	-9
COc1cccc(-c2nc(CS(=O)(=O)CC(=O)Nc3cccc(C)c3C)c(C)o2)c1	-1%	-5%	-4	18
Cc1[nH]c2ccccc2c1C1=NNC(=Nc2ccc(F)cc2)SC1	-12%	/	-1	-1
CCCN1C(=O)C(O)(CC(=O)c2ccc3c(c2)OCCO3)c2ccccc21 (stereo unspecified)	-2%	3%	-9	?
O=S(=O)(NCc1ccccc1)c1cccc2cccnc12	3%	-2%	-4	?
C/C(CCc1ccco1)=N/NC(=O)CCC(=O)Nc1cccc(Cl)c1	9%	-4%	5	29
Cc1ccc(N2CC(C(=O)NC3CCSC3=O)CC2=O)cc1 (stereo unspecified)	0%	-3%	7	?
O=C(c1ccncc1)N1CCC[C@@]2(CCN(c3cccc(-c4ccccc4)c3)C2)C1	-4%	-1%	/	/
CCN(CC)C(c1ccc(F)cc1)c1nnnn1C1CCCCC1 (stereo unspecified)	-4%	-3%	1	-21
COc1ccc(CN=C2Nc3ccccc3CS2)cc1	-14%	11%	3	3
ON=C1/C(=N\O)CC2(C/C1=N/O)OCCO2	-3%	1%	7	11
CC(C)NC(=S)Nc1ccc2cn[nH]c2c1	-1%	/	/	-21
CC(C)N(C=O)C1(C(=O)NC2CCCCC2)CCCCC1	0%	1%	-3	24
CCN(CC)CCN1C(=O)c2ccccc2NC1c1ccc(C)cc1 (stereo unspecified)	-3%	18%	12	23
Cc1cc([N+](=O)[O-])nn1Cc1ccc(C(=O)N/N=C/c2ccccc2)cc1	-6%	/	0	-24
CCCC(NS(=O)(=O)c1ccc(Br)cc1)C(=O)O (stereo unspecified)	-1%	-1%	2	-13
O=C(O)c1ccc([N+](=O)[O-])cc1	0%	-12%	/	/
Cc1ccc(-c2nc3cccnc3s2)cc1NC(=O)C1c2ccccc2Oc2ccccc21	3%	/	/	3
CCOC(=O)Cc1nn2c(=O)cc(C)nc2s1	0%	-10%	3	-26
C[N+]1(C)CCCC(OC(=O)C(O)(c2ccccc2)c2ccccc2)C1 (stereo unspecified)	6%	-1%	/	/
O=[N+]([O-])/C=C/c1cn(Cc2ccc(F)cc2)c2ccccc12	0%	?	4	59
Clc1ccc(CSc2nnc(/C=C/c3ccccc3)o2)c(Cl)c1	3%	6%[11.4 µM]	-7[1.84 µM]	-87*
COc1cc(/C=C2\N=C3CCCCCN3C2=O)ccc1O	-8%	?	27	?
COc1ccc(/C=C(\C#N)C(=O)OCC(=O)NCc2ccc(Cl)cc2)cc1	0%	/	/	37
O=C(Nc1ccccc1)N(C1=NCCCCS1)c1cccc2ccccc12	8%	21%	4	2
CNc1nnc(-c2cccc(N(C)C)c2)s1	-3%	3%	-15	?
CCc1ccc(Nc2ncccc2C#N)cc1	-5%	-1%	2	36
O=C(/C=C/c1ccco1)NC(=S)Nc1cccc(-c2nc3ccccc3o2)c1	-6%	?	1	31
CC(C)CCNC(=O)C12CN(Cc3ccccc3)CC1C(c1ccc([N+](=O)[O-])cc1)=NO2 (stereo unspecified)	-4%	13%	5	?
COc1cccc(/C=N/n2cnnc2)c1OCc1ccccc1	2%	-9%	6	-3
Cc1ccc(S(=O)(=O)N2c3ccccc3OCC2C(C)(C)C)cc1 (stereo unspecified)	3%	/	1	-100*
CC(C)(C)c1ccc(NC(=O)COC(=O)c2ccc(NS(=O)(=O)c3ccc(F)c(F)c3)cc2)cc1	-10%	/	1	?
Cc1cccc(C)c1NC(=O)N1CCC(n2c(=O)[nH]c3ccccc32)CC1	-2%	5%	5	-18
Cc1ccccc1NC(NC(=O)OCCn1c([N+](=O)[O-])cnc1C)C(Cl)(Cl)Cl (stereo unspecified)	6%	/	-3	24
Nc1nc(-c2c[nH]c3ccccc23)cs1	-11%	-14%	6	4
CCOC(=O)c1sc(SC)c(C(C)=O)c1C	0%	1%	5	?
COc1cc(NC(=O)c2ccco2)c(OC)cc1NC(=O)CSc1ncc(-c2ccc(F)cc2)[nH]1	-5%	2%	7	?
O=C(NNC1=NCCC1)c1cccc(S(=O)(=O)N2CCCCC2)c1	-2%	/	-3	-22
O=C(O)C1CCCCC1C(=O)NCc1ccc(F)cc1 (stereo unspecified)	-5%	-7%	-3	8
C=CCOc1ccc(C2CC(C)=NN2c2ccccc2)cc1 (stereo unspecified)	-1%	/	/	?
O=C(CCN1CCOCC1)Nc1ccc2c(c1)N(C(=O)CN1CCOCC1)c1ccccc1CC2	-3%	5%[2.29 µM]	-6	?
CC(C)C(=O)Nc1ccc(C(=O)NNC(=O)c2ccco2)cc1	11%	-7%	-1	32
CCCCOC(=O)c1ccc(NC(=O)c2nn(C)cc2Br)cc1	0%	/	-17[0.369 µM]	?
CCOC(=O)C(O)(CC(=O)Nc1ccc(Cl)cc1Cl)C(F)(F)F (stereo unspecified)	-8%	/	/	-22
Cc1nn(-c2ccccc2)cc1/C=N/NS(=O)(=O)c1ccccc1	-5%	/	/	?
COc1ccccc1C1/C(=C(/O)c2ccc(C)cc2)C(=O)C(=O)N1CCN1CCOCC1 (stereo unspecified)	2%	/	-8	?
O=C(Cn1nnc2ccccc2c1=O)NCc1ccco1	1%	-4%	-3	17
COc1ccc(C(=O)Nc2sc(C(=O)N(C)C)c(C)c2C#N)cc1[N+](=O)[O-]	-5%	/	/	34
O=C1CC(c2ccc(F)cc2)Cc2nc(NCc3ccco3)ncc21 (stereo unspecified)	-3%	-5%	-18	?
O=c1cc([O-])[n+]2c3n1CCCN3CCC2	0%	/	/	21
COC(=O)c1ccc(/C=N/Nc2nc(-c3ccc(C)cc3)cs2)cc1	1%	/	6	-27
O=C(Nc1ccc(C(=O)N2CCOCC2)cc1)c1cccs1	-2%	-7%	-1	-12
CCCc1nnc(SCc2ccc(OC)cc2)n1N	5%	11%	11	29
O=C(/C=C/c1ccc2c(c1)OCO2)NCc1ccco1	-3%	/	/	0
c1ccc2c(c1)oc1c(NCCCN3CCOCC3)ncnc12	4%	9%	14	-1
COC(=O)Cn1cnc(=O)c(C#N)c1/C=C/N(C)C	-2%	-4%	2	5

Next section.
compound	12-hLO inh	ALOX15B inhib	IMPase inh	PNC inhibitor
c1ccc(-c2nc3nonc3nc2-c2ccccc2)cc1	-11%	-12%	12	39
COc1ccc(Cl)cc1N1CC(C(=O)Nc2nccs2)CC1=O (stereo unspecified)	-4%	-1%	-1	26
CCOc1ccc(/C=C/C(=O)C(C(N)=O)=C2SCCS2)cc1	-8%	/	3	-28
CCC(CO)[n+]1c(C)cc(/C=C2\Sc3ccccc3N2Cc2ccccc2)cc1C (stereo unspecified)	-1%	/	7	?
O=C(C1CCCN(S(=O)(=O)c2cccc3cccnc23)C1)N1CCN(c2ccc(F)cc2)CC1 (stereo unspecified)	-6%	4%	4	-81*
O=C(CSc1nnc(Nc2ccccc2)s1)Nc1cccnc1Cl	0%	/	-5	-10
CCNc1nc(SCCOc2ccc(C)cc2)nc(N(C)C)n1	-8%	42%[activator]	-6	?
C/C=C(\CS(=O)(=O)c1ccccc1)S(=O)(=O)c1ccccc1	-3%	-1%	12	-4

(cont.)
Values in the order: 12-hLO inh | ALOX15B inhib | IMPase inh | PNC inhibitor
> CCc1nc2ccccc2c(C(=O)Oc2cccc3cccnc23)c1C
    -4% | 20% | 1 | 45
> Cc1cc(N(C)C)c(C#N)c(=O)[nH]1
    -1% | 6% | -3 | 25
> CC1(C)Cc2c(c(-c3ccccc3)[nH]c(=O)c2C#N)CS1
    -4% | -7% | 4 | -8
> CC(C)c1ccccc1NC(=O)c1ccc(CN(c2ccccc2)S(=O)(=O)c2ccccc2)cc1
    -1% | / | / | ?
> CCN(CC)NC(=S)Nc1ccccc1
    -3% | -7% | -5 | 34
> O=C(CCc1ccc(S(=O)(=O)N2CCOCC2)cc1)N1CCCC1
    -2% | 3% | 7 | 23
> Cc1ccc2nc(SC(C)C(=O)N3CCCC3)[nH]c2c1 (stereo unspecified)
    -2% | / | / | 25
> Cc1ccc(-c2nnn(CC(=O)N(c3ccccc3)C(C(=O)NC3CCCC3)c3ccco3)n2)o1 (stereo unspecified)
    -4% | -1% | 4 | ?
> C=CCn1c(COc2ccc(Cl)cc2)nnc1SCC(=O)N1CC(=O)Nc2ccccc21
    -6% | -5% | 2 | 14
> Cc1cccc2c1-c1sc(C(=O)N3CCc4ccccc4C3)cc1CO2
    -2% | / | / | 173
> Cc1csc2ncc(C(=O)NCc3ccccc3Cl)c(=O)n12
    4% | / | -7 | -17
> O=C(CCC(=O)OCC(F)(F)C(F)F)Nc1ccc(F)cc1F
    -2% | / | / | 10
> CC1(C)C(CO)=CC(=O)C2=C1SCC(=O)N2
    -2% | / | / | 13
> C=CCC1C=CCC(CC=C)N1C(=O)c1ccccc1[N+](=O)[O-] (stereo unspecified)
    0% | / | / | 38
> CC(C)N(Cc1nc(-c2ccccc2)no1)C(=O)CCCN1C(=O)c2ccccc2C1=O
    -7% | -6% | 10 | 11
> Cc1c(NC(=O)C(C)Oc2ncnc3ccccc23)c(=O)n(-c2ccccc2)n1C (stereo unspecified)
    -3% | 0%[2.29 µM] | -8 | ?
> COc1ccc2c(c1)nc(SCC(=O)c1cccs1)n2C
    -4% | -26% | 4 | 10
> Cc1noc(C)c1COC(=O)[C@H](C)NS(=O)(=O)c1ccc(Cl)c(Cl)c1
    -3% | -2% | 7 | 33
> N#CC(C#N)=Cc1cc2ccccc2nc1N1CCCCC1
    -2% | / | / | ?
> O=C(CN1CCC(NC(=O)Cc2ccccc2)CC1)Nc1cccc2ccccc12
    1% | 0% | 1 | -26
> O=C(Oc1cccnc1)c1ccc([N+](=O)[O-])cc1
    -1% | / | / | -12
> Cc1cc(C)c2c(=O)n(CC(=O)NCCCN3CCN(c4ccccc4F)CC3)sc2n1
    ? | ? | 12 | -10
> COC(=O)CC/C(O)=C1\C(=O)CC(C)(C)CC1=Nc1ccccc1OC
    -5% | 3% | 0 | ?
> Cc1nnc(SC(=O)N2c3ccccc3Sc3ccccc32)s1
    -13% | -30% | 13 | 48
> CCOP(=O)(c1ccccc1)c1nc(-c2ccc(F)cc2)oc1N1CCCCC1 (stereo unspecified)
    -8% | 11% | 10 | -87*

A different layout for some results above:
Cc1cc(C)c2c(=O)n(CC(=O)NCCCN3CCN(c4ccccc4F)CC3)sc2n1
  12-hLO inh = ?
  ALOX15B inhib = ?
  IMPase inh = 12
  PNC inhibitor = -10
COC(=O)CC/C(O)=C1\C(=O)CC(C)(C)CC1=Nc1ccccc1OC
  12-hLO inh = -5%
  ALOX15B inhib = 3%
  IMPase inh = 0
  PNC inhibitor = ?
Cc1nnc(SC(=O)N2c3ccccc3Sc3ccccc32)s1
  12-hLO inh = -13%
  ALOX15B inhib = -30%
  IMPase inh = 13
  PNC inhibitor = 48
